# Screening data from PubChem.
# PI4K2A inh = qHTS for small molecular inhibitors of PI4K2A; Phosphatidylinositol 4-kinase type 2-alpha (Homo sapiens), Q9BTU6; purified PI4K2A, ADP-Glo luminescence, 1 h; stronger effect = lower value; activity change, negative = inhibition, % at 76.9 µM; 420,000 tested, 0.13% active; AID 1346378, 2018; in the data active means activity change below about -50%; inconclusive means mostly about -30% to -49%;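 further: -100% = wells without enzyme as full effect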
# Target sequence (Q9BTU6 whole entry, looked up): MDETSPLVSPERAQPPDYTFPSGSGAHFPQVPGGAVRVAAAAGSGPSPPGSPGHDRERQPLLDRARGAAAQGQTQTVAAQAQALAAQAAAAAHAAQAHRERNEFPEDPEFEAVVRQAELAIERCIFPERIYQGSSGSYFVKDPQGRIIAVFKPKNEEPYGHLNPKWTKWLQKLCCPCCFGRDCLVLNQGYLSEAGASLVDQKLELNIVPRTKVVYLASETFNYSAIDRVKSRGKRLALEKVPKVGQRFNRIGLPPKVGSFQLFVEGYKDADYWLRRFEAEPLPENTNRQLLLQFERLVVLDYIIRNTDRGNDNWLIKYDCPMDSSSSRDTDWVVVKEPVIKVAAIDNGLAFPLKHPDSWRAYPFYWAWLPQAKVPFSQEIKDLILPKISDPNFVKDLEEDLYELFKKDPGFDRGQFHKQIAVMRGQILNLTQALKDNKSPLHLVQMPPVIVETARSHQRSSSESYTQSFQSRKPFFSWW
#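 In this quantitative HTS, ADP production by PI4K2A was quantified luminescently after 1 h at ambient temperature; 100 microM adenosine served as plate-quality control.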
# mIDH1 inhibitor = qHTS for Inhibitors of mutant isocitrate dehydrogenase 1 (IDH1): qHTS; Isocitrate dehydrogenase [NADP] cytoplasmic (Homo sapiens), O75874; IDH1-R132H enzyme, NADPH consumption, diaphorase/resazurin fluorescence; Potency, µM (titrated, usually from 76.6 µM), without a hit: top-dose activity change, negative = inhibition, most hits filed as inhibitors; 390,000 tested, 0.093% active; AID 602179, 2012; further: potency means the concentration at half of the fitted maximal effect; on the % scale 0 is the no-effect control and ±100 the full control effect; nearly all actives have a fitted effect of over 65% in size
#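 IDH1-R132H (0.5 ug/mL) preincubated 30 min with compound, then NADPH (0.016 mM) and alpha-KG (2 mM) added; 80 min at RT, pH 7.5. Remaining NADPH coupled via diaphorase/resazurin to fluorescence (540/590 nm); concentration-response curves normalized to no-enzyme control.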
# D2 antag = HTS Assay for Allosteric Antagonists of the Human D2 Dopamine Receptor: Primary Screen for Antagonists. D(2) dopamine receptor (Homo sapiens), P14416. HEK293 TREx D2 cells, calcium flux, dopamine EC80. inhibition, % at 10 µM. 340,000 tested, 2% active. AID 485344, 2010; in the data active means inhibition above about 30%; further: 0% is about no effect
# Target sequence (P14416 whole entry, looked up): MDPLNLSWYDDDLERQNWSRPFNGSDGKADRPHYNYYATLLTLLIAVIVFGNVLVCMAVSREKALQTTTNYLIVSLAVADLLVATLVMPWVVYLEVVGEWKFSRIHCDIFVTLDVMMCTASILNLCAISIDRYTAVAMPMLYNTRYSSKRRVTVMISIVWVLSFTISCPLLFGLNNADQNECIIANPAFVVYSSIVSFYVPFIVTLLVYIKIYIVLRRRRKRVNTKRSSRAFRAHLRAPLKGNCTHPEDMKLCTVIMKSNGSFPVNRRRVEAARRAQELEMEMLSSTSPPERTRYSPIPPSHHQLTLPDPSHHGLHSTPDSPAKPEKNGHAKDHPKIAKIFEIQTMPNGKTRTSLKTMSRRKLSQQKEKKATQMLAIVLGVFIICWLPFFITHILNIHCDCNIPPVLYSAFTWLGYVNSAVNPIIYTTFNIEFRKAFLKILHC
#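 Tetracycline-induced HEK293 T-REx cells expressing D2 force-coupled to calcium signalling were dye-loaded, exposed to compound for 180 s, then challenged with an EC80 of dopamine; calcium flux was followed kinetically for a further 180 s.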
# D2 ag = HTS Assay for Allosteric Agonists of the Human D2 Dopamine Receptor: Primary Screen for Agonists. D(2) dopamine receptor (Homo sapiens), P14416. HEK293 T-REx D2 cells, calcium flux agonist mode. activation, % at 2 µM. 340,000 tested, 0.53% active. AID 485358, 2010;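 active means activation over 3 SD above normal in the single-dose calcium agonist read, cut at about 30% in these data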; further: 0% is about no effect
#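 Tetracycline-induced HEK293 Trex cells with D2 receptor force-coupled to calcium signaling, plated overnight at 30 C and loaded with no-wash calcium dye. Calcium flux read kinetically for 180 s after compound addition; responses flag agonists.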
# TrxR1 inh = qHTS Assay for Inhibitors of Mammalian Selenoprotein Thioredoxin Reductase 1 (TrxR1): qHTS. recombinant rTrxR1, NADPH fluorescence consumption, selenite substrate. 390,000 tested, 1% active. Potency, µM (doses to about 114 µM), for the others: at the highest dose activity change, negative = inhibition, most hits filed as inhibitors. Thioredoxin reductase 1, cytoplasmic (Rattus norvegicus), O89049; further: potency means the concentration at half of the fitted maximal effect; on the % scale 0 is the no-effect control and ±100 the full control effect; nearly all actives have a fitted effect of over 65% in size
#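 Rat TrxR1 (90 nM in the dispensed reagent) was pre-reduced with 400 uM NADPH for 5 min at room temperature, then incubated with compound for 15 min. After 400 uM selenite was added, NADPH fluorescence (Ex 340/Em 450 nm) was followed for 8 min.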
# TRHR ag = qHTS for Small Molecule Agonists and Allosteric Enhancers of Human TRH Receptor: Primary Screen for Agonists; 360,000 tested, 0.18% active; activation, % at 2 µM; TRHR cells, calcium flux fluo-8, FDSS agonist mode; in the data active means activation above about 30%; further: 0% is about no effect
#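 TRHR-expressing cells loaded with fluo-8 calcium dye; 23 nL library compound pin-transferred, kinetic FDSS fluorescence (Ex 480/Em 530) recorded about 180 s for agonist-induced calcium release, before a 10 nM TRH EC20 addition for potentiator mode.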
# USP1 inh = Inhibitors of USP1/UAF1: Primary Screen. recombinant USP1/UAF1, Ub-Rhodamine cleavage fluorescence. Potency, µM (doses to about 57.1 µM), for the others: top-dose activity change, negative = inhibition, hits mostly inhibitors. 390,000 tested, 0.23% active. AID 743255, 2014; further: potency means the concentration at half of the fitted maximal effect; on the % scale 0 is the no-effect control and ±100 the full control effect; nearly all actives have a fitted effect of over 60% in size; inactives centre near -12
#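 USP1/UAF1 complex (1 nM) preincubated 15 min at room temperature with compound, then Ub-Rho substrate (150 nM final) added. Kinetic fluorescence at 480/540 nm over 6 reads at 60 s intervals; 50 mM HEPES pH 7.8, 0.5 mM EDTA, 0.1 mg/ml BSA, 1 mM TCEP, 0.01% Tween-20.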
# TRHR enhancer = qHTS for Small Molecule Agonists and Allosteric Enhancers of Human TRH Receptor: Primary Screen for Enhancers; TRHR cells, fluo-8 calcium fluorescence, EC20 TRH enhancement; enhancement, % at 2 µM; 360,000 tested, 0.66% active; AID 493056, 2011; in the data active means enhancement above about 30%; further: 0% is about no effect
#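 TRHR-expressing cells loaded with fluo-8 calcium dye were read kinetically (ex 480/em 530) during compound addition, then stimulated with an EC20 of TRH (10 nM final). Enhancement of the Gq-mediated intracellular calcium response was scored.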
# TrxR1 substrate = qHTS Assay for Substrates of Mammalian Selenoprotein Thioredoxin Reductase 1 (TrxR1): qHTS | 390,000 tested, 0.01% active | Potency, µM (doses to about 114 µM), inactives show at the highest dose activity change, negative = substrate turnover | purified TrxR1 substrate turnover, NADPH consumption readout; further: potency means the concentration at half of the fitted maximal effect; on the % scale 0 is the no-effect control and ±100 the full control effect; nearly all actives have a fitted effect of over 50% in size
#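 Rat TrxR1, dispensed at 90 nM, was prereduced with 400 uM NADPH (final) for 5 min at ~22 deg C, then incubated with compound 15 min before 400 uM selenite. A first-read NADPH fluorescence drop versus no-compound background flagged substrates.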
# * = called active by the depositor; ? = inconclusive; / = not tested or not shown; & = joins results of further samples; [ ] = remark or other dose. Unless noted, the call rests on the fitted dose curve; in most records, active means well fitted inhibition curve with a large enough effect; inconclusive means small, poorly fitted or top-dose-only effect; inactive means no such curve, though single readings can be large or run the other way. The order is random; any-hit rate near 3.9%.
SMILES,PI4K2A inh,mIDH1 inhibitor,D2 antag,D2 ag,TrxR1 inh,TRHR ag,USP1 inh,TRHR enhancer,TrxR1 substrate
COc1cccc(NC(=O)CSC2=C(C#N)C(c3ccco3)C3=C(CCCC3=O)N2)c1 (stereo not given),-14,-4%,37*,1.1,-20%[57.1 µM],0.6,-7%,1,0%
N#CC1=C(N)NC(SCC(=O)O)=C(C#N)C12CCCC2,2,3%,0,0.7,8%[57.1 µM],-2.8,-5%,6,5%[57.1 µM]
CCOC(=O)c1ccc(N2CC3=C(C2=O)C(c2ccc(OC)cc2)NC(=O)N3C)cc1 (stereo not given),1,-17%,/,1.0,-6%[57.1 µM],1.1,-2%,-8,4%[57.1 µM]
CC(=O)Nc1ccc(NC(=O)CNC(=O)c2sc3ccccc3c2Cl)cc1,-4,4%,-5,0.4,8%[57.1 µM],0.2,-19%,0,4%[57.1 µM]
Cc1ccc(-c2nc(-c3ccccc3)no2)cc1,-2,1%,-10,0.2,3%,0.2,-7%,1,2%
CCc1ccc(C(=O)COC(=O)c2cncc(Br)c2)cc1,7,-1%,5,0.1,21%[57.1 µM],-0.2,-15%,-2,7%[57.1 µM]
Cc1ccc(C(=O)NCC(c2ccco2)N2CCc3ccccc32)cc1C (stereo not given),-3,11%,4,1.0,-7%,1.0,-23%,-7,-10%
Cc1ccc(-n2c(O)c(/C=N/NC(=O)C3COc4ccccc4O3)c3ccccc3c2=O)cc1 (stereo not given),2,10%,6,-0.9,-16%,1.0,-20%,3,-7%
CCOc1ccc(CCNC(=O)c2[nH]c3cc(OC)ccc3c2Sc2ccccc2)cc1OCC,1,-7%,/,-0.9,17%,0.3,-18%,10,13%
O=S(=O)(c1ccc2c(c1)C(=NO)c1cc(S(=O)(=O)N3CCCCC3)ccc1-2)N1CCCCC1,3,-3%,-10,1.7,17%[57.1 µM],3.6,-24%,4,45%
Cc1cccc(NC(=O)C2CCCN(c3cnccn3)C2)c1 (stereo not given),5,3%,11,-0.6,10%,0.1,-3%,2,3%
CCc1c(O)nc(SCC(=O)Nc2cc(C)on2)n(-c2ccccc2)c1=O,-4,5%,-11,0.2,1%,0.2,-21%,-1,-5%
Clc1ccc(SCc2csc(N3CCOCC3)n2)cc1,13,9%,2,-0.4,18%[57.1 µM],-2.4,-20%,-1,-21%[57.1 µM]
Cc1[nH]c2ccccc2c1CCN(Cc1cccs1)C(=S)Nc1ccccc1,0,-10%,-6,0.5,6%,1.5,-9%,-3,-3%
O=C(C[C@H]1C/C=C\C[C@H](NC(=O)OCC2c3ccccc3-c3ccccc32)C(=O)OC[C@@H]2CCCN2C1=O)NCCO,-4,11%,/,/,-10%,/,?,/,6%
O=C(O)c1cc(NC(=O)c2ccco2)cc(NC(=O)c2ccco2)c1,1,-2%,0,-0.3,10%,0.5,-11%,-4,4%
COCCn1c(SCC(=O)Nc2ccc(NC(C)=O)cc2)nc2ccccc2c1=O,-4,2%,5,-0.1,9%[57.1 µM],0.4,-17%,-2,12%[57.1 µM]
Cc1cc(N2CCOCC2)c2c(N)c(C)cc(C)c2n1,10,1%,-12,0.4,1%[57.1 µM],0.0,-15%,3,1%[57.1 µM]
O=c1c2c3c(sc2nc2n1CCCS2)CCCC3,1,8%,/,/,11%,-1.8,-23%,-2,11%
O=C(C[C@H]1C(=O)N(Cc2ccccc2)C[C@@H]1Cc1ccccc1)Nc1ccccc1,-2,5%,15,1.3,3%&13%,0.2,-24%,-4,-6%&0%
O=C(c1cccc(S(=O)(=O)Nc2cccc(C(F)(F)F)c2)c1)N1CCOCC1,29,-2%,-3,0.6,12%,0.0,-15%,-5,0%
Cn1nccc1C(=O)N1CCN(c2ccc(F)cc2)CC1,-15,7%,1,-0.9,6%,0.0,-2%,6,2%
O=C(c1ccco1)N1CCCC(N2CCN(c3ccccc3F)CC2)C1 (stereo not given),0,-2%,-18,8.4,?,-0.3,-8%,-2,-10%
Cc1ccc(-c2cnc(C3CC3)o2)cc1S(=O)(=O)Nc1ccccc1,-6,-8%,13,-0.9,4%,-0.6,-13%,3,-2%
CC(C)OCCCn1c(-c2ccco2)nc2nc3ccccc3nc21,7,7%,-5,0.3,88%[activator],0.6,-17%,-6,888%[activator]
# Next entries follow:
SMILES,PI4K2A inh,mIDH1 inhibitor,D2 antag,D2 ag,TrxR1 inh,TRHR ag,USP1 inh,TRHR enhancer,TrxR1 substrate
CCOc1ccc(OCc2cccc(C(=O)N3CCCC3)c2)cc1,-5,6%,3,-2.1,15%,0.3,-8%,-2,-6%
Cc1ccc(-n2nnc(-c3cccnc3Cl)n2)cc1,-4,18%,-1,-0.2,6%[57.1 µM],-0.2,-20%,-5,9%[57.1 µM]
CC(=O)Nc1ccc(C(=O)N(C)C(C(=O)Nc2ccc(C)cc2)c2ccccn2)cc1 (stereo not given),-2,0%,-5,0.6,-2%,0.4,-14%,0,-2%
COc1cccc(/C=C2\SC(=S)N(N3C(=O)CCCC3=O)C2=O)c1,1,-5%,14,1.0,-11%,1.6,-27%,0,-10%
Cc1ccc(S(=O)(=O)CCC(=O)N2CCN(c3ccc(Cl)cc3)CC2)cc1,1,14%,-2,0.7,50µM*,-0.9,-16%,2,0%
Cc1nc(N(C)C)c2sc(=S)n(-c3ccccc3)c2n1,0,6%,-4,-0.4,17%,0.7,-13%,-6,4%
Nc1c(Br)cc(Br)c2c1-c1ccc([N+](=O)[O-])cc1C2,-3,2%,/,/,17%[11.4 µM],/,-4%,/,14%[57.1 µM]
COc1ccc(S(=O)(=O)N2CCN(Cc3ccc4c(c3)OCO4)CC2)cc1F,-6,-4%,-4,-0.5,1%,-0.3,-3%,-2,-6%
COc1ccc(S(=O)(=O)NCC(c2ccc(C)cc2)N2CCN(C)CC2)cc1OC (stereo not given),1,6%,-16,-0.6,-5%,-0.6,-19%,11,-4%
Cc1ccc(S(=O)(=O)NC(=O)Nc2cc(C)ccc2F)cc1,-1,-1%,-20,0.2,32%,-0.6,-2%,13,-5%
CCc1ccc(NC(=O)Nc2cc(C(=O)NCC3CCCO3)ccc2N2CC3CC(C2)c2cccc(=O)n2C3)cc1 (stereo not given),0,-3%,-8,0.1,17%[57.1 µM],-1.3,?,1,2%[57.1 µM]
COc1ccc(CCNC(=O)c2ccc(N3CCCC3=O)cc2)cc1,6,2%,6,0.0,10%,0.5,-14%,19,1%
O=C(Nc1cccc(Cl)c1)N1CCN(C2c3ccccc3-c3ccccc32)CC1,-2,-7%,-5,1.7,6%,1.2,-14%,-5,-5%
CC(C)(C)C(=O)N1CCn2c1nc1ccccc12,1,30%[activator],6,0.2,14%,-0.2,-4%,-2,1%
COc1ccc(-c2noc(N3CCC(C(=O)Nc4ccc(F)cc4)CC3)n2)cc1,-2,-7%,1,-0.2,7%[57.1 µM],-0.2,-15%,-3,6%[57.1 µM]
Cc1ccc2cc3cc(C(=O)Nc4ccc(F)cc4Cl)oc3nc2c1,-2,-10%,/,1.2,14%[57.1 µM],0.3,-13%,-1,11%[57.1 µM]
Cc1c(NC(=O)CCCCCN2C(=O)C3C4C=CC(C4)C3C2=O)c(=O)n(-c2ccccc2)n1C (stereo not given),-1,-3%,13,0.6,3%,0.3,-10%,14,4%
OC(CNCc1ccccc1F)COc1cccc2ccccc12 (stereo not given),-1,-9%,/,/,7%,0.7,-18%,7,4%
O=C(CCC(=O)Nc1ccccc1)N/N=C/c1ccc2c(c1)OCO2,-5,1%,-10,-0.4,3%,0.2,-21%,7,-1%
Cc1ccc(CCc2nnc(SCC(=O)Nc3ccccc3Cl)n2-c2ccccc2)o1,-2,4%,6,-1.9,-13%,-1.9,-15%,2,-3%
Cc1ccc(N/C=C(\C#N)S(=O)(=O)c2ccccc2)cc1,-2,2%,-3,0.4,4%,0.7,-12%,5,-2%
O=C(CN1CCCC1)Nc1sc2c(c1C(=O)Nc1ccc(Br)cc1)CCC2,1,5%,16,0.8,17%[57.1 µM],0.9,-4%,-3,7%[57.1 µM]
O=C(COC(=O)c1ccc(=O)[nH]c1)Nc1cccc(S(=O)(=O)N2CCOCC2)c1,-4,-9%,-16,-0.8,-3%,-0.6,-1%,17,-9%

# Profiles, looked up by structure. Order of screens: PI4K2A inh, mIDH1 inhibitor, D2 antag, D2 ag, TrxR1 inh, TRHR ag, USP1 inh, TRHR enhancer, TrxR1 substrate
# `COc1cccc(/C=C2\SC(=S)N(N3C(=O)CCCC3=O)C2=O)c1` across the screens: 1, -5%, 14, 1.0, -11%, 1.6, -27%, 0, -10%
# `CCc1ccc(NC(=O)Nc2cc(C(=O)NCC3CCCO3)ccc2N2CC3CC(C2)c2cccc(=O)n2C3)cc1` (stereo not given) across the screens: 0, -3%, -8, 0.1, 17%[57.1 µM], -1.3, ?, 1, 2%[57.1 µM]
# `O=C(CN1CCCC1)Nc1sc2c(c1C(=O)Nc1ccc(Br)cc1)CCC2` across the screens: 1, 5%, 16, 0.8, 17%[57.1 µM], 0.9, -4%, -3, 7%[57.1 µM]
# `O=C(Nc1cccc(Cl)c1)N1CCN(C2c3ccccc3-c3ccccc32)CC1` across the screens: -2, -7%, -5, 1.7, 6%, 1.2, -14%, -5, -5%
# `Cc1ccc(-n2nnc(-c3cccnc3Cl)n2)cc1` across the screens: -4, 18%, -1, -0.2, 6%[57.1 µM], -0.2, -20%, -5, 9%[57.1 µM]
